Screening data: PubChem, several laboratories
H69AR growth 86K: proliferation blockers of H69AR lung cancer cells, primary screen, cell-based, human, 86K library. actives 6% (n = 85,000). H69AR lung tumor viability, ATP luminescence, 72 h; active compounds read low. viability, % at 10 µM. AID 598, 2007;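 active = viability at or below 40%; inactive = viability above 40%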;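 also: multidrug resistant small cell line overexpressing MRP-1 efflux transporter; 100% = mean luminescence of untreated control wells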
Pyk2 oligo antag: antagonists of Pyk2 self-association, primary screen, Q293 cells, FERM NanoBiT luminescence, HTS | Protein-tyrosine kinase 2-beta (Homo sapiens), Q14289 | AID 1347419, 2020 | active compounds read low | actives 0.83% (n = 99,000) | z-score (the deposit names both 25 µM and 10 µM);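 active = Z-score of -3 or lower, scaled per plate to the spread of control and sample wells; inactive = z-score above -3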;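 also: negative z-score means lost luminescence so less FERM oligomerization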
Target sequence (Q14289 whole entry, looked up): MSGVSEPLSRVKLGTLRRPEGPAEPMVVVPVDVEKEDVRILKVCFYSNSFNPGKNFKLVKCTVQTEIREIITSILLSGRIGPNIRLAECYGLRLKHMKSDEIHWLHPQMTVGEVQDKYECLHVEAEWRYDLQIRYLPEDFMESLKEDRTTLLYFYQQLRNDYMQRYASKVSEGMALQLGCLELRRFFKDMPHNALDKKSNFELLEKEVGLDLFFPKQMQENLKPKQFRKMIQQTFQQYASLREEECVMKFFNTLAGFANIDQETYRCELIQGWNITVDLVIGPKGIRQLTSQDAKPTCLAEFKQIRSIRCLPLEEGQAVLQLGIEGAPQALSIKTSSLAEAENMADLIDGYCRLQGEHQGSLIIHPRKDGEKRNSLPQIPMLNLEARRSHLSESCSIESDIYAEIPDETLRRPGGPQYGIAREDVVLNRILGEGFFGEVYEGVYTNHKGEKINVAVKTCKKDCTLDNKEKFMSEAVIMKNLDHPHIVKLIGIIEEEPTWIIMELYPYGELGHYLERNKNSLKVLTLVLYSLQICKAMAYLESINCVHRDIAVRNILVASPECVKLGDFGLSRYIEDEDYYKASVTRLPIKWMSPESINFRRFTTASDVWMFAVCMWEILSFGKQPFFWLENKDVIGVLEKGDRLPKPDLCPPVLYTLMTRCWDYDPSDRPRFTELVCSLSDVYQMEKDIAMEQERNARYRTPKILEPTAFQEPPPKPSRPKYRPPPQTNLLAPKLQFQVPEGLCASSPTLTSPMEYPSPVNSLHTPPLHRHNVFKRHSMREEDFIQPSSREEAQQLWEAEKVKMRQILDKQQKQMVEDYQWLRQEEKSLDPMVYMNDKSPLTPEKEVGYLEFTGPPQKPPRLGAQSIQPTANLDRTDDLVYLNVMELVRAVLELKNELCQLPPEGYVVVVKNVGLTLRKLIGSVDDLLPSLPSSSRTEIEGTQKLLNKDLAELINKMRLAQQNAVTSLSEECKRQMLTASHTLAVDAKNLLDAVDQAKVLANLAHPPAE
Lung fibro prol: antiproliferative effect on LL 47 fibroblasts – human, LL 47 cells, CellTiter-Glo luminescence, primary screen; LL 47 human lung fibroblast viability, ATP luminescence; active compounds read low; actives 1.1% (n = 85,000); viability, % at 10 µM; AID 719, 2007;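 active = viability at or below 50% in the single dose screen; inactive = viability above 50%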;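 also: compound exposure lasted 72 h before the ATP readout; 100% = median luminescence of untreated cell-only wells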
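Assay system: human lung fibroblast line LL 47, low passage. Input: 1,150 fibroblasts seeded per well. Times: overnight cell rest, 72 h compound treatment at 37 °C. Evaluation: % viability of median cell-only signal. Technique: luminescent ATP detection, CellTiter-Glo. Control set: cell-only wells, no compound.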
HUVEC tox IL1B: cytotoxicity in IL-1B stimulated HUVEC, primary screen, cytotoxicity control for IL-1B NFkB translocation project, imaging, Hoechst nuclear count, IL-1B stimulus | HUVEC cell count loss | actives 0.41% (n = 94,000) | cell count reduction, % at 2 µM;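 active = cell count reduction more than 3 SD above the screen-wide mean, cut at about 70% in these data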;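 also: normalized per plate to untreated control cells as the no-loss baseline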
HUVEC prolif 384: inhibitors of HUVEC proliferation, primary screen, cell-based, 384-well | CellTiter-Glo luminescence, 72 h; active compounds read low | viability, % at 10 µM (by protocol) | actives 1.1% (n = 86,000);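 active = viability at or below 30%; inactive = viability above 30%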;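 also: 100% = median luminescence of DMSO-only cell control wells on each plate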
TNFa cytotox: cytotoxicity in TNFa-stimulated HUVEC, primary screen, cytotoxicity control for VCAM1 expression modulator project, imaging, Hoechst nuclei count; HUVEC TNFalpha-stimulated, Hoechst cell count; cell count reduction, % at 2 µM; actives 0.17% (n = 93,000);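 active = cell count reduction exceeding the screen mean by over 5 SD, scaled to untreated wells per plate, cut at about 78% in these data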;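 also: cells counted after 24 h of TNF alpha exposure following the 1 h pretreatment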
F-actin modifier: modifiers of F-actin cytoskeleton organization, primary screen, imaging, HUVEC, phalloidin staining, high-content imaging; inhibition, % at 2 µM; actives 0.18% (n = 91,000); AID 836, 2007; HUVEC TNFa F-actin phalloidin imaging;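 active = inhibition above the batch mean plus 3 SD and confirmed as a hit by visual image inspection, cut at about 30% in these data, passing the limit was not always enough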; also: strong numbers were not always called active
VCAM1 TNFa inh: inhibitors of TNFa-induced VCAM1 expression, primary screen, imaging, HUVEC, TNFa stimulus, immunofluorescence; HUVEC TNFa-induced VCAM-1 immunofluorescence, high-content imaging; inhibition, % at 2 µM; actives 0.48% (n = 95,000); AID 802, 2007;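 active = inhibition above the batch mean plus 3 SD, with images confirmed as a hit by eye, cut at about 37% in these data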;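 also: 0% = TNF-stimulated DMSO wells and 100% = unstimulated control wells; not every result past the cut was called active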
Smad3 inh: Smad3/FoxH1 peptide binding inhibitors, primary screen, biochemical, TR-FRET | Mothers against decapentaplegic homolog 3 (Homo sapiens), P84022 | TR-FRET Smad3/Dy647-FoxH1 peptide binding, europium anti-His | inhibition, % at 25 µM | actives 0.29% (n = 88,000) | AID 630, 2007;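 active = compounds that reduce the energy-transfer binding signal between the protein and its labelled peptide by more than half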;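 also: 0% = Smad3 plus labelled peptide maximal FRET and 100% = peptide-only background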
The depositor's hits bear a star; / = not tested or not shown; [ ] = remark or other dose. A portion of the library. The share of hits here may be higher or lower than overall.

Start of the listing, in advance, 14 compounds:
SMILES	H69AR growth 86K	Pyk2 oligo antag	Lung fibro prol	HUVEC tox IL1B	HUVEC prolif 384	TNFa cytotox	F-actin modifier	VCAM1 TNFa inh	Smad3 inh
CC(=O)c1cccc(NC(=S)NC(=O)C(C)C)c1	/	0.75	/	-13	/	-4	/	9	/
Cc1ccc(N(CC(=O)NCc2cccs2)S(=O)(=O)c2cccs2)cc1	101	-1.9	91	4	90	-5	-5	9	8
C=CCN(CC=C)CC(=O)Nc1ccc(S(N)(=O)=O)cc1	85	0.29	105	5	94	-13	2	3	1
COc1ccc(/C=N/NC(=O)c2nc(-c3ccccc3)cc(-c3ccccc3)n2)cc1OC	/	-2.7	/	-19	/	-9	8	6	/
COCCCNC(=O)C1CCN(C(=O)Nc2ccc(Cl)cc2)CC1	94	-0.26	96	-5	102	/	/	/	5
O=C(OCc1ccc(Cl)c(Cl)c1)c1ccccn1	106	0.75	98	-2	102	-10	13	-1	9
CCOc1ccccc1-c1cc(-c2ccccc2)nc2c1c(=O)n(C)c(=O)n2C	81	0.34	97	-7	93	-19	-6	3	0
CCCCCNc1nc2ccccc2nc1NS(=O)(=O)c1cccs1	90	-2	103	-8	96	-24	13	21	6
COc1ccc(NC2c3ccccc3C(=O)N2Cc2ccco2)cc1OC (stereo not drawn)	94	/	92	/	101	/	/	/	-3
Cc1cc(C(=O)Nc2nnc(C3CCCCC3)s2)cs1	88	0.63	101	/	103	/	/	/	-1
Clc1ccc(-n2ncc3c(NCC4CCCO4)ncnc32)cc1 (stereo not drawn)	20*	/	93	/	61	/	/	/	-14
Cc1cc(Br)ccc1NC(=O)CN1C(=O)CCC1=O	/	0	/	3	/	16	-2	31	/
CC(=O)N/C(=C\c1ccccc1Cl)C(=O)O	89	-0.5	97	4	81	-10	-8	-19	12
Cn1c(=O)c2c(SCC(=O)Nc3ccc4c(c3)OCCO4)nc(CC(C)(C)C)nc2n(C)c1=O	/	/	/	-15	/	-25	10	17	/

Results, from the start:
SMILES	H69AR growth 86K	Pyk2 oligo antag	Lung fibro prol	HUVEC tox IL1B	HUVEC prolif 384	TNFa cytotox	F-actin modifier	VCAM1 TNFa inh	Smad3 inh
CC(=O)c1cccc(NC(=S)NC(=O)C(C)C)c1	/	0.75	/	-13	/	-4	/	9	/
Cc1ccc(N(CC(=O)NCc2cccs2)S(=O)(=O)c2cccs2)cc1	101	-1.9	91	4	90	-5	-5	9	8
C=CCN(CC=C)CC(=O)Nc1ccc(S(N)(=O)=O)cc1	85	0.29	105	5	94	-13	2	3	1
COc1ccc(/C=N/NC(=O)c2nc(-c3ccccc3)cc(-c3ccccc3)n2)cc1OC	/	-2.7	/	-19	/	-9	8	6	/
COCCCNC(=O)C1CCN(C(=O)Nc2ccc(Cl)cc2)CC1	94	-0.26	96	-5	102	/	/	/	5
O=C(OCc1ccc(Cl)c(Cl)c1)c1ccccn1	106	0.75	98	-2	102	-10	13	-1	9
CCOc1ccccc1-c1cc(-c2ccccc2)nc2c1c(=O)n(C)c(=O)n2C	81	0.34	97	-7	93	-19	-6	3	0
CCCCCNc1nc2ccccc2nc1NS(=O)(=O)c1cccs1	90	-2	103	-8	96	-24	13	21	6
COc1ccc(NC2c3ccccc3C(=O)N2Cc2ccco2)cc1OC (stereo not drawn)	94	/	92	/	101	/	/	/	-3
Cc1cc(C(=O)Nc2nnc(C3CCCCC3)s2)cs1	88	0.63	101	/	103	/	/	/	-1
Clc1ccc(-n2ncc3c(NCC4CCCO4)ncnc32)cc1 (stereo not drawn)	20*	/	93	/	61	/	/	/	-14
Cc1cc(Br)ccc1NC(=O)CN1C(=O)CCC1=O	/	0	/	3	/	16	-2	31	/
CC(=O)N/C(=C\c1ccccc1Cl)C(=O)O	89	-0.5	97	4	81	-10	-8	-19	12
Cn1c(=O)c2c(SCC(=O)Nc3ccc4c(c3)OCCO4)nc(CC(C)(C)C)nc2n(C)c1=O	/	/	/	-15	/	-25	10	17	/
CCOC(=O)c1cc2sc(C)cc2n1CC(=O)N(CC)CC	86	-0.39	106	3	104	-4	18	-5	-6
Cc1onc(-c2c(Cl)cccc2Cl)c1C(=O)NCCN1CCOCC1	101	-0.26	98	13	97	/	-19	-26	8
Cc1nc2sc(C)c(C)c2c(=O)o1	101	0.51	91	-26	94	-1	-11	17	-1
O=C1c2[nH]nc(-c3ccccc3O)c2C(c2cccc(O)c2)N1Cc1ccco1 (stereo not drawn)	38*	-2.5	89	2	82	14	-59	3	-11
COc1cccc2cc(-c3nnc(SCC(=O)NCc4ccccc4)n3C)oc12	80	-0.52	95	5	84	10	-5	5	4
O=C(Nc1ccncc1)c1cc2ccccc2oc1=O	74	/	105	/	100	/	/	/	-5
CC1(C)Cc2c(C#N)c(N3CCOCC3)nc(Cc3ccccc3)c2CO1	71	-2.4	93	-39	97	9	-19	-19	5
Cc1noc(/C=C/N(C)C)c1S(=O)(=O)N1CCCC(C(=O)NCc2ccc(F)cc2)C1 (stereo not drawn)	103	/	96	-12	83	-33	3	16	-13[fluorescence artefact?]
COc1cccc(NC(=O)c2ccccc2-c2nc(-c3cccc(C)c3)no2)c1	65	-2.1	95	10	80	30	-11	0	1
Cc1ccc(NC(=O)C(C)N2CCOCC2)c(C(=O)c2ccccc2)c1 (stereo not drawn)	70	0.63	101	-15	91	-20	-20	5	-6
Cc1cc(NC(=O)CN2CCCCC2C)nc2c1c(=O)oc1ccccc12 (stereo not drawn)	55	/	104	/	106	/	/	/	-5
CCOC(=O)c1c(C)nc2sc3c(=O)n(-c4ccc(C)cc4)cnc3c2c1-c1ccc(OC)cc1	/	-0.32	/	10	/	24	-37	-15	/
CCCCn1c(NC(C)=O)c(C#N)c2nc3ccccc3nc21	80	-0.79	98	0	83	-14	-10	5	4
CCCCSc1nc(C)[nH]c1[N+](=O)[O-]	94	1.4	92	4	98	-15	17	0	-8
O=C(NC1CCCCC1)/C(=N\O)c1ccccn1	97	1	103	-20	105	-18	-29	10	-13
C#CC[N+]1(CC#Cc2ccccc2)CCOCC1	99	1	103	13	101	-22	10	-18	1
CC1CCCCN1CCNS(=O)(=O)c1ccc2c(c1)oc(=O)n2C (stereo not drawn)	83	-1	106	-13	104	6	-14	19	5
Cc1cccc(Cc2cnc(NC(=O)CN3C(=O)/C(=C/c4ccccc4)SC3=S)s2)c1	/	-1.5	/	4	/	-24	3	-15	/
CCC(C)C(NC(=O)C1CCC(C)CC1)C(=O)NC(CCSC)C(=O)OC (stereo not drawn)	94	0.16	95	-2	91	5	/	15	-3
CCc1c(-c2ccccc2)nc2nc(C)c(C)nn12	98	/	101	-11	85	-51	11	5	1
O=C(N/N=C/c1ccccc1Cl)c1ccc(F)cc1	/	-0.23	/	-34	/	-13	34	10	/
CC(=O)c1ccc(OCCCC(=O)OCc2nnc(-c3ccc(Cl)cc3)o2)cc1	87	-0.11	102	-11	91	10	-15	1	7
Cc1sc2c(c1C)CN(C1CC(C)(C)NC(C)(C)C1)CN2C(=O)c1ccco1	89	/	100	10	93	30	23	1	0
CC1CN=C(N(C(=O)Nc2ccccc2)c2ccc(F)cc2)S1 (stereo not drawn)	89	/	95	6	80	-12	3	-2	-1
CCCCP(=O)(CCCC)Cc1ccccc1O	88	0.58	106	-43	108	1	0	6	9
OCCN(Cc1ccccc1)Cc1cccc(C(F)(F)F)c1	62	-1.4	96	-6	83	3	-9	8	-6

Compound profiles (already shown). Values in the order: H69AR growth 86K | Pyk2 oligo antag | Lung fibro prol | HUVEC tox IL1B | HUVEC prolif 384 | TNFa cytotox | F-actin modifier | VCAM1 TNFa inh | Smad3 inh
Cc1noc(/C=C/N(C)C)c1S(=O)(=O)N1CCCC(C(=O)NCc2ccc(F)cc2)C1 (stereo not drawn) is entered as 103 | / | 96 | -12 | 83 | -33 | 3 | 16 | -13[fluorescence artefact?]
Cc1ccc(NC(=O)C(C)N2CCOCC2)c(C(=O)c2ccccc2)c1 (stereo not drawn) is entered as 70 | 0.63 | 101 | -15 | 91 | -20 | -20 | 5 | -6

(further entries)
SMILES	H69AR growth 86K	Pyk2 oligo antag	Lung fibro prol	HUVEC tox IL1B	HUVEC prolif 384	TNFa cytotox	F-actin modifier	VCAM1 TNFa inh	Smad3 inh
Cc1ccc(C(=O)C2CCN(CC(=O)NC3CCCCC3)CC2)cc1	96	1	90	-7	102	-13	34	1	-9
CCC(Sc1ccc2nnc(-c3ccc(F)cc3)n2n1)C(=O)OC (stereo not drawn)	52	-0.61	95	82*	95	-12	8	6	6
Cc1[nH]n(-c2ccccc2)c(=O)c1C(C[N+](=O)[O-])c1ccc(Br)cc1 (stereo not drawn)	/	-1.3	/	0	/	-13	-20	33	/
C(=N\n1cnnc1)/c1cn(-c2cccs2)nc1-c1ccccc1	96	-0.53	100	-14	82	0	-17	-28	-7
CCOC(=O)C1CCCN(CC(O)COc2ccccc2C(C)=O)C1 (stereo not drawn)	102	0.88	96	-20	104	-2	0	14	0
COc1ccc(Cl)cc1NC(=O)c1oc(C)nc1C	50	0.51	96	-39	79	-2	1	31	5
Clc1ccc(-c2noc(COc3ccccc3)n2)cc1	95	0.35	106	/	96	/	/	/	8
CCC(C)[C@H](NC(=O)Nc1ccc(Oc2ccccc2)cc1)C(=O)O (stereo partly drawn)	98	1.1	100	-13	91	-10	-8	0	-5
CCN(CC)CCN1C(=O)c2oc3ccc(F)cc3c(=O)c2C1c1ccncc1 (stereo not drawn)	90	/	112	/	94	/	/	/	-3
O=C(Nc1ccc2oc(-c3ccccc3)nc2c1)c1ccncc1	95	-0.35	101	2	115	-28	-7	-21	19[fluorescence artefact?]
Cc1ccc(S(=O)(=O)NCCCNS(C)(=O)=O)cc1	97	-0.01	92	4	90	12	-16	-18	-3
CC(C)(C)NC(=S)Nc1ccc(Nc2ccccc2)cc1	61	-2	84	-41	80	4	1	20	5
CNC(=O)NC(=O)C(C)OC(=O)c1c(C)noc1C (stereo not drawn)	/	0.47	/	23	/	20	-18	20	/
CCC(=O)Nc1cccc(NC(=S)NC(=O)Cc2ccccc2)c1	/	1.2	/	4	/	-16	18	10	/
COc1ccc(-c2n[nH]c(=S)n2Cc2ccco2)cc1	/	0.72	/	0	/	-12	-7	6	/
CSc1ccc(/C=C/C(=O)c2ccc(NC(=O)Cc3ccccc3)cc2)cc1	/	-0.4	/	-7	/	-1	5	6	/
O=C(NCc1ccc(Cl)cc1Cl)C(=O)N1CCCCC1	93	0.15	96	59	98	69	-13	15	-1
CCOC(=O)c1cnn2c(C(F)(F)F)cc(-c3cn(C)nc3C)nc12	64	-0.52	104	8	86	-12	-5	18	-23
Cc1ccc2[nH]c3c(=O)n(CCN4CCOCC4)cnc3c2c1	84	-0.41	105	0	92	-17	14	-13	-12
CCSc1nc2sc3c(c2c(=O)[nH]1)CCCC3	80	1.3	94	-17	84	-15	6	9	0
COCCn1nnnc1C(c1cccc(C(F)(F)F)c1)N1CCOCC1 (stereo not drawn)	97	-1.5	102	-26	101	-19	8	-2	-4
O=C(CSc1nnc(CNc2ccccc2)o1)N1CCCc2ccccc21	85	1.5	95	-1	90	-22	-12	-3	-20[fluorescence artefact?]
